L3MBTL1 inh: blocks human L3MBTL1; AID 485360; Potency, µM (doses to about 57.1 µM), without a hit: at the highest dose activity, negative = inhibition, most hits filed as inhibitors; AlphaScreen L3MBTL1–H3K9me1 peptide binding; 230,000 tested, 0.66% active; Q9Y468; active = well fitted inhibition curve with a large enough effect; inconclusive = small, poorly fitted or top-dose-only effect; inactive = no such curve, though single readings can be large or run the other way; also: nearly all actives have a fitted effect of over 60% in size
Target sequence (Q9Y468 whole entry, looked up): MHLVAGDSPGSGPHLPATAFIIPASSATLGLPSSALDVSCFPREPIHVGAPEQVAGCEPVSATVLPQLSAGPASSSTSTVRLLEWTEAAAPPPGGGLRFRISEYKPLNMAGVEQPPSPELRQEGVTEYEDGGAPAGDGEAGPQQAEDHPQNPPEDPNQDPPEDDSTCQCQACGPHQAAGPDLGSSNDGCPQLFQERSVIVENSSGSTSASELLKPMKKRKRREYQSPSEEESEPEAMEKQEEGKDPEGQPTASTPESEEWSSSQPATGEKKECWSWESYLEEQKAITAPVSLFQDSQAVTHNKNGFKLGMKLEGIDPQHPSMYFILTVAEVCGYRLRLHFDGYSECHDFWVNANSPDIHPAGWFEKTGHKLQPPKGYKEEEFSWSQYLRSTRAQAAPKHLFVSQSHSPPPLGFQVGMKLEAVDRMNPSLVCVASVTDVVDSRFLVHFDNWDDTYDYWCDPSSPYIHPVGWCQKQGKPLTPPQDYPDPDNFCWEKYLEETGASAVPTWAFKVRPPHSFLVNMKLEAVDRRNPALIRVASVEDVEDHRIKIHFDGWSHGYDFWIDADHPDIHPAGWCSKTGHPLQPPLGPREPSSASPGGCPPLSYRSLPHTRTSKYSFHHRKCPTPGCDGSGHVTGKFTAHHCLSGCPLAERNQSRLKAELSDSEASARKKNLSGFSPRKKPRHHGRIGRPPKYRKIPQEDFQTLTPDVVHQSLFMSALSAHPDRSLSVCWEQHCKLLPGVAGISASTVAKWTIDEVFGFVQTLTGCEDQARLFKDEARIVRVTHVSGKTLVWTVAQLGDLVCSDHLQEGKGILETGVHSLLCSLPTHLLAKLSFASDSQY
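AlphaScreen proximity signal between nickel-chelate acceptor and streptavidin donor beads (final 10 ug/mL) reports binding of 50 nM L3MBTL1 to 75 nM biotin-H3 K9me1 peptide; complex incubated with compounds 30 min at room temperature; cefsulodin titration as control.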
Active calls of the source: *; u = inconclusive; [ ] = dose if it differs, or a comment. % is scaled to controls: 0 for no effect and ±100 for the full control effect; potency is read from the fitted curve at half-maximal effect. A portion of the library, so the mix of outcomes need not match the whole.

The opening 2 records as a preview:
SMILES | L3MBTL1 inh
Cc1ccc(S(=O)(=O)N2CCOCC2)cc1C(=O)N1CCN(Cc2ccccc2)CC1 | 0%
O=C(OCC(=O)c1ccc[nH]1)c1ccc(Cl)c(Cl)c1 | -11%

The whole of this part, from the first entry:
SMILES | L3MBTL1 inh
Cc1ccc(S(=O)(=O)N2CCOCC2)cc1C(=O)N1CCN(Cc2ccccc2)CC1 | 0%
O=C(OCC(=O)c1ccc[nH]1)c1ccc(Cl)c(Cl)c1 | -11%
C[C@@]12C(=O)Nc3ccc(Br)cc3C(=O)N1[C@H]1c3cc(Br)ccc3OC[C@@H]1[C@@H]2c1ccccc1 | -8%
Cc1c(C)c2ccc(OC(C)C(=O)N3CC[C@@]4(O)CCCC[C@H]4C3)c(C)c2oc1=O (some centres not stated) | 43%[activator]
O=C(CNC(=O)c1ccccc1F)NNC(=O)c1ccccc1O | -3%
O=C1C=C(c2ccc(-c3ccccc3)c(F)c2)C[C@@H](c2ccc3c(c2)OCO3)C1 | 2%
O=c1c(-c2ccccc2)coc2c(CN3CCCCC3)c(O)ccc12 | 0%
COc1ccc(C(=O)OCc2ccccc2F)cc1S(=O)(=O)N1CCCC1 | 8%
C=CCNC(=O)C1(S(=O)(=O)c2ccccc2)CC=CC1 | 5%
O=C(CNS(=O)(=O)c1ccc2c(c1)OCCCO2)N1CCN(c2ccc(F)cc2)CC1 | -4%
O=C(COC(=O)/C=C/c1ccccc1Cl)NC1CCCC1 | 23%
Cc1cc(C)cc(NC(=O)CN2CCN(c3ccccn3)CC2)c1 | 3%
CCOc1ccccc1NC(=O)CC1(CC(=O)N2CCOCC2)CCCC1 | -2%
CCOC(=O)C1=CN(Cc2ccco2)S(=O)(=O)N(CC)C1c1ccccc1 (configuration not stated) | 9%
COc1cc(/C=N/N2CCN(Cc3ccc(Cl)cc3)CC2)ccc1OC(C)=O | -22%
Cc1ccccc1CC1(CO)CCCN(Cc2ccccc2Cl)C1 (configuration not stated) | 4%
CN(c1ccc(F)cc1)S(=O)(=O)c1ccc(Cl)c(C(=O)OCC(=O)NC2CC2)c1 | 4%
O=C(Cn1cnc2c(NCc3ccccc3)ncnc21)NCCCN1CCCC1=O | 8%
COc1cccc(NC(=O)CN(C)C(C)C(=O)N2CCCCC2)c1 (configuration not stated) | -4%
CCN(C(=O)CSc1nnnn1-c1ccc(Cl)cc1)C1CCS(=O)(=O)C1 (configuration not stated) | -4%
COc1ccc(-c2nc(SCC(=O)N(CC(C)C)c3c(N)n(Cc4ccccc4)c(=O)[nH]c3=O)n[nH]2)cc1 | 4%
O=C(CN1C(=O)NC2(CCCCC2)C1=O)NCCc1ccc(Cl)cc1Cl | -2%
NC(=O)COc1ccc2cc(-c3ccc(F)cc3)c(=O)oc2c1 | -4%
Cc1cc(C)c(S(=O)(=O)N2CCCCC2CCNC(=O)C(=O)NCc2ccccn2)c(C)c1 (configuration not stated) | 1%
COC(=O)C1CCC(=S)N1C(=O)c1ccccc1 (configuration not stated) | 3%
CC(=O)N1CCN(C(=O)c2cccc(S(=O)(=O)N3CCN(c4ccc(F)cc4)CC3)c2)CC1 | 1%
CN(C(=O)CSc1ncnc2ccccc12)C1CCS(=O)(=O)C1 (configuration not stated) | -1%
O=C(COC(=O)c1cccc([N+](=O)[O-])c1)Nc1ccc(Cl)cn1 | 8%
Cc1ccc2c(cnn2C(=O)CCC(=O)NC2CCCCC2)c1 | 1%
O=C(N1CCOCC1)C1(S(=O)(=O)c2ccccc2)CC=CC1 | -12%
CC(=O)NS(=O)(=O)c1ccc(NC(=O)c2cccc(OCc3c(C)noc3C)c2)cc1 | 9%
O=C(COC(=O)c1ccc(Br)c(S(=O)(=O)N2CCOCC2)c1)NCCc1ccccc1 | -1%
COc1ccc(Cl)cc1-c1nc(SCC(=O)NC2CCCC2)n[nH]1 | -9%
CC1CCCC(C)N1C(=O)COC(=O)C1CCN(S(=O)(=O)c2ccc3c(c2)OCCO3)CC1 (configuration not stated) | 0%
Cn1c(N)c(C(=O)CSc2nnc(Cc3cccs3)n2C2CC2)c(=O)n(C)c1=O | 1%
CCOCCn1c(CN(C)Cc2ccccc2)nc2c1c(=O)n(C)c(=O)n2C | 0%
COc1cc(C(=S)N2CCOCC2)cc(OC)c1OC(=O)c1ccc([N+](=O)[O-])cc1[N+](=O)[O-] | -22%
CCN(CC(=O)N1CCCC1)S(=O)(=O)c1ccc2ccccc2c1 | -6%
CC(C)NC(=O)Nc1cccc2c1O[C@H](CN(C)C(=O)NC1CCCCC1)[C@@H](C)CN([C@H](C)CO)C2=O | 2%
CCc1cccc2c(C(=O)CSc3nnc(C4CC4)o3)c[nH]c12 | 4%
COc1cccc(NC(=O)CN(C)C(=O)c2ccc3[nH]c4c(c3c2)CC(C)CC4)c1 (configuration not stated) | -9%
CC(C)CN(C(=O)CCc1ccccc1Cl)c1c(N)n(Cc2ccccc2)c(=O)[nH]c1=O | -2%
O=C1NC[C@@H](c2ccccc2)OC(=O)[C@H](Cc2ccc(F)cc2)CC/C=C/C[C@H]1CC(=O)N(CCO)Cc1ccccc1 | -8%
CCC(C)Sc1ccc(-c2nc3cc(C)ccn3c2NC2CCCCC2)cc1 (configuration not stated) | -6%
CSCCC(NC(=O)c1ccccc1Cl)C(=O)N(C)CC(=O)Nc1ccc(N2CCOCC2)cc1 (configuration not stated) | -2%
CCCCCCSc1ccc(-c2nc3ccccn3c2NCCCC)cc1 | 0%
CC(CC(=O)N(C)CC(=O)Nc1ccc(N2CCOCC2)cc1)c1ccccc1 (configuration not stated) | -5%
COc1ccccc1C(=O)COC(=O)CCCN=C1NS(=O)(=O)c2ccccc21 | 6%
CC(C)=CCC/C(C)=C/CNC(=O)C[C@H]1C[C@H](C(=O)N2CCCCC2)[C@@]2(CCc3ccccc3)c3[nH]c4ccc(Cl)cc4c3CCN2C1=O | 2%
C[C@H]1NC(=O)[C@@]2(C)[C@H](c3ccccc3)[C@H]3COc4ccccc4[C@@H]3N2C1=O | 4%
CC(C)CC1NC(=O)c2ccc(Cl)cc2-n2c1nc1cc(F)ccc1c2=O (configuration not stated) | 4%
CC1CN(CCCCSc2ccc(Cl)cc2)CC(C)O1 (configuration not stated) | 3%
O=C(Cc1ccc(S(=O)(=O)N2CCOCC2)s1)Nc1cc(C(F)(F)F)ccc1N1CCCC1 | -20%
Cc1ccc(CNC(=O)c2ccc(NC3=NC4CS(=O)(=O)CC4S3)cc2)cc1 (configuration not stated) | 0%
CN1CCN(S(=O)(=O)c2cccc(C(=O)Nc3cc(Cl)ccc3N3CCOCC3)c2)CC1 | 3%
CC(=O)Nc1cc(-c2nc3ccccc3o2)ccc1Cl | 3%
O=C1[C@H]2[C@@H](c3ccc(Cl)cc3)N3C(=O)N(c4cccc(F)c4)C(=O)[C@@]3(Cc3ccc(Cl)cc3)[C@H]2C(=O)N1C1CCCCC1 | -1%
CN(C)C(CNC(=O)CCNS(=O)(=O)c1ccccc1C(F)(F)F)c1ccccc1 (configuration not stated) | 3%
Cc1cc(C)cc(N(CCC#N)C(=O)CSc2nc3ccccc3c(=O)[nH]2)c1 | 2%
O=C1C(=O)N(c2ccccn2)C(c2cccc([N+](=O)[O-])c2)/C1=C(/O)c1ccc(Br)cc1 (configuration not stated) | 1%[2.29 µM]

The listing continues.
SMILES | L3MBTL1 inh
O=C(Cc1cccs1)N1CCN(S(=O)(=O)c2cc(Cl)ccc2Cl)CC1 | -8%
COCCNC(=S)N1CCN(c2nc(-c3ccc(F)cc3)cs2)CC1 | -11%
CCN1C(=O)[C@@H]2[C@@H](c3ccc(-c4ccc(Cl)c(Cl)c4)c(OC)c3)N3CCCC[C@@]3(C(=O)OC)[C@@H]2C1=O | -10%
O=C(COC(=O)Cc1ccc(Br)cc1)NC1CC1 | -1%
Cc1ccc2c(c1)-n1c(nc3cc(F)ccc3c1=O)C(Cc1ccccc1)NC2=O (configuration not stated) | -8%
O=C1CN(C(=O)c2ccccc2Cl)c2ccccc2N1 | -2%
CSCCC(NC(=O)c1ccccc1Br)C(=O)N1CCCCCCC1 (configuration not stated) | 2%
COc1ccc(Cl)cc1NC(=O)C/C(C)=N/NC(=O)c1ccccc1Cl | 0%
O=C(N1CCN(Cc2ccc3c(c2)OCO3)CC1)C(Cl)(Cl)Cl | -13%
CC(C)(C)NC(=O)CN(Cc1ccccc1)S(=O)(=O)c1ccccc1 | 6%
Cc1noc(C)c1C(=O)OC(C)C(=O)NC(C)c1ccc(Cl)cc1Cl (configuration not stated) | 50%[activator]
CCOc1ccccc1NC(=O)c1cnccn1 | 1%
Cc1cc(C)n2nc(SCC(=O)N3CCN(c4ccc(F)cc4)CC3)nc2n1 | -4%
CCOC(=O)c1oc2ccc(Br)cc2c1COC(=O)C1=COCCO1 | 7%
COCC(=O)Nc1ccc(S(=O)(=O)NCC2CCCO2)cc1 (configuration not stated) | 11%
CCN(CC)c1ccc(S(=O)(=O)N2CCCCC2)cc1NC(=O)C1=COCCO1 | -3%
Cn1nnnc1SCC(=O)Nc1ncc(Cl)cc1Cl | -5%
O=C(Cn1cnc2ccccc2c1=O)NNC(=O)c1ccccc1F | 1%
CCOc1cc(C(=O)Nc2ccc(S(=O)(=O)Nc3onc(C)c3C)cc2)cc(OCC)c1OCC | -7%
COc1cccc(NC(=O)CN(C)C(=O)CCNS(=O)(=O)c2ccc(C)cc2)c1 | -1%
O=C(N/N=C/c1cccnc1)c1cccc(Br)c1 | 1%
Cc1cccc(C)c1NC(=O)C(=O)NCC1CCCN1S(=O)(=O)c1cccs1 (configuration not stated) | 4%
Cc1ccccc1N1CCN(CC(=O)Nc2nccs2)CC1 | 2%
COc1ccc(S(=O)(=O)Nc2ccc3c(c2)C(=O)N([C@H](C)CO)C[C@H](C)[C@@H](CN(C)S(=O)(=O)c2cccs2)O3)cc1 | 22%
O=C(COc1ccc(F)cc1)N(Cc1cccs1)C1CCS(=O)(=O)C1 (configuration not stated) | 6%
O=C(Cc1c(F)cccc1Cl)N1CCN(S(=O)(=O)c2cccc(F)c2)CC1 | 10%
O=C(NCC(c1cccs1)N1CCOCC1)C1CCN(S(=O)(=O)c2c(Cl)cccc2Cl)CC1 (configuration not stated) | 8%
Cc1ccc(NC(=O)COC(=O)CN2CCCCCC2=O)cc1C | 4%
CC1Cc2ccccc2N1C(=O)COC(=O)c1ccc(Cl)c(S(=O)(=O)N2CCOCC2)c1 (configuration not stated) | -4%
Cc1ccc(S(=O)(=O)NCC2(c3ccccc3)CCN(C)CC2)cc1 | 3%
COn1c(=O)c(-c2cccc(Br)c2)[n+]([O-])c2ccccc21 | 7%
O=C(C[n+]1ccncc1)c1ccccc1 | -1%[2.29 µM]
O=C(CN1C(=O)c2ccccc2C1=O)OCC(=O)N1CCN(c2ccccc2)CC1 | -2%
O=C(COc1ccc(Cl)cc1Br)NCC(c1ccco1)N1CCCC1 (configuration not stated) | -5%
CC(=O)c1ccc(OCCCCCCCOc2ccc(C(C)=O)cc2)cc1 | -1%
O=C(Cn1c(NCCO)nc2ccccc21)Nc1ccc2c(c1)OCCCO2 | -1%
CCOc1ccccc1Nc1nnc(SCC(=O)NC2CCS(=O)(=O)C2)s1 (configuration not stated) | -1%
COc1ccc(C2=NOC(Cn3nc(-c4ccccc4C)cc3C(=O)O)C2)cc1 (configuration not stated) | 1%
CCN(CC)C(=O)[C@H]1C[C@H](CC(=O)NCCC2=CCCCC2)C(=O)N2CCc3c([nH]c4cc(CCC(=O)N(C)C)ccc34)[C@]12C | 2%
COc1ccc2c(COC(=O)[C@@H]3CCCN3S(=O)(=O)c3ccc(Cl)cc3)cc(=O)oc2c1 | -17%
Cc1cc(NC(=O)COC(=O)c2nccnc2N)n(-c2ccccc2)n1 | -7%
COc1ccc(NC(=O)CN(C)C(=O)CSc2nc3ccccc3s2)cc1 | u
Cc1ccccc1CC(=O)N1CCOCC1 | 7%

Not a retest: an excerpt of the list.
SMILES | L3MBTL1 inh
O=C(CN1C(=O)NC2(CCCCC2)C1=O)NCCc1ccc(Cl)cc1Cl | -2%
NC(=O)COc1ccc2cc(-c3ccc(F)cc3)c(=O)oc2c1 | -4%
Cc1cc(C)c(S(=O)(=O)N2CCCCC2CCNC(=O)C(=O)NCc2ccccn2)c(C)c1 (configuration not stated) | 1%
COC(=O)C1CCC(=S)N1C(=O)c1ccccc1 (configuration not stated) | 3%
CC(=O)N1CCN(C(=O)c2cccc(S(=O)(=O)N3CCN(c4ccc(F)cc4)CC3)c2)CC1 | 1%
CN(C(=O)CSc1ncnc2ccccc12)C1CCS(=O)(=O)C1 (configuration not stated) | -1%
O=C(COC(=O)c1cccc([N+](=O)[O-])c1)Nc1ccc(Cl)cn1 | 8%
Cc1ccc2c(cnn2C(=O)CCC(=O)NC2CCCCC2)c1 | 1%
O=C(N1CCOCC1)C1(S(=O)(=O)c2ccccc2)CC=CC1 | -12%
CC(=O)NS(=O)(=O)c1ccc(NC(=O)c2cccc(OCc3c(C)noc3C)c2)cc1 | 9%
O=C(COC(=O)c1ccc(Br)c(S(=O)(=O)N2CCOCC2)c1)NCCc1ccccc1 | -1%
COc1ccc(Cl)cc1-c1nc(SCC(=O)NC2CCCC2)n[nH]1 | -9%
CC1CCCC(C)N1C(=O)COC(=O)C1CCN(S(=O)(=O)c2ccc3c(c2)OCCO3)CC1 (configuration not stated) | 0%
Cn1c(N)c(C(=O)CSc2nnc(Cc3cccs3)n2C2CC2)c(=O)n(C)c1=O | 1%
CCOCCn1c(CN(C)Cc2ccccc2)nc2c1c(=O)n(C)c(=O)n2C | 0%
COc1cc(C(=S)N2CCOCC2)cc(OC)c1OC(=O)c1ccc([N+](=O)[O-])cc1[N+](=O)[O-] | -22%
CCN(CC(=O)N1CCCC1)S(=O)(=O)c1ccc2ccccc2c1 | -6%
CC(C)NC(=O)Nc1cccc2c1O[C@H](CN(C)C(=O)NC1CCCCC1)[C@@H](C)CN([C@H](C)CO)C2=O | 2%
CCc1cccc2c(C(=O)CSc3nnc(C4CC4)o3)c[nH]c12 | 4%
COc1cccc(NC(=O)CN(C)C(=O)c2ccc3[nH]c4c(c3c2)CC(C)CC4)c1 (configuration not stated) | -9%
CC(C)CN(C(=O)CCc1ccccc1Cl)c1c(N)n(Cc2ccccc2)c(=O)[nH]c1=O | -2%
